Gli-Sufu block = Gli-Sufu pathway antagonists, primary screen, luciferase luminescence, Sufu-KO-LIGHT cells, uHTS; 340,000 tested, 0.74% active; Sufu-KO-LIGHT fibroblasts, Gli luciferase reporter luminescence; inhibition, % at 5 µM;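 active means inhibition above about 55%, limit read from the data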;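 further: 0% = DMSO-treated cells and 100% = wells with medium but no cells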
SENP8 inh = SENP8 protease inhibitors, primary screen, biochemical, luminescence. Sentrin-specific protease 8 (Homo sapiens), Q96LD8. purified SENP8, Z-RLRGG-aminoluciferin cleavage. inhibition, % at 10 µM. 330,000 tested, 1.2% active. AID 2540, 2010
Target sequence (Q96LD8 whole entry, looked up): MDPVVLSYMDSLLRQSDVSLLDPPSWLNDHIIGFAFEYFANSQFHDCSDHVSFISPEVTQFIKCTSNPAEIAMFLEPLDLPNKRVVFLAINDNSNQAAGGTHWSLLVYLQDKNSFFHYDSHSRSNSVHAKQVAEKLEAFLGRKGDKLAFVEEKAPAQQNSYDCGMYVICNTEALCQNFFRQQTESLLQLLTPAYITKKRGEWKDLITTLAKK
Jurkat NFkB inh = inhibitors of induced NF-kB luciferase reporter, primary screen, TCR NF-kB activation inhibitor project, cell-based, luminescence, uHTS. Jurkat, PMA/ionomycin-induced NF-kB luciferase reporter. 330,000 tested, 0.53% active. inhibition, % at 4 µM. AID 435003, 2010
HKDC1 inh = HKDC1 hexokinase inhibitors, primary screen, biochemical, fluorescence, uHTS. Q2TB90. 340,000 tested, 0.16% active. inhibition, % at 20 µM. recombinant HKDC1, G6PDH/diaphorase resazurin coupled fluorescence;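 active means inhibition above about 35% when tested at 20 µM, limit read from the data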;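 further: plate controls were DMSO wells with enzyme for no effect and DMSO wells lacking enzyme for full effect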
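Assay system: in-house recombinant HK5 (HKDC1) enzyme. Input: HKDC1 at 5 µg/mL. Medium: Tris pH 8.0 buffer with MgCl2, Tween-20, BSA, BME. Dosing: single 20 µM dose. Schedule: 90 min reaction incubation at room temperature, dark. Signal: resazurin-to-resorufin fluorescence via G6PDH and diaphorase coupling, 525/613 nm. Controls: DMSO-enzyme wells negative, buffer-substituted wells positive.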
Apaf-1 inh = inhibitors of human Apaf-1 apoptosome, primary screen, biochemical, DEVD-Rh110 fluorescence, uHTS. Apoptotic protease-activating factor 1 (Homo sapiens), O14727. reconstituted apoptosome caspase-3 activity. inhibition, % at 20 µM. 330,000 tested, 0.71% active. AID 489030, 2010; active means inhibition of at least 40% at 20 µM;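 further: plate controls were DMSO wells for no effect and DEVD-CHO caspase inhibitor wells for full effect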
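detection = Rh110 fluorescence intensity | test system = biochemical Apaf-1 apoptosome reconstitution | also added = cytochrome c and DEVD-Rh110 substrate | schedule = 30 min plus 50 min, RT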
SENP7 block = SENP7 protease inhibitors, primary screen, biochemical, luminescence, uHTS. recombinant SENP7, Z-RLRGG-aminoluciferin luminescence, 40 min. AID 434973, 2010. Sentrin-specific protease 7 (Homo sapiens), Q9BQF6. inhibition, % at 5 µM. 330,000 tested, 1.5% active;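 active means inhibition above about 50% at the single test dose, limit read from the data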;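 further: plate controls were DMSO with enzyme for no effect and no enzyme buffer wells for full effect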
Target sequence (Q9BQF6 706-1050 limits assumed): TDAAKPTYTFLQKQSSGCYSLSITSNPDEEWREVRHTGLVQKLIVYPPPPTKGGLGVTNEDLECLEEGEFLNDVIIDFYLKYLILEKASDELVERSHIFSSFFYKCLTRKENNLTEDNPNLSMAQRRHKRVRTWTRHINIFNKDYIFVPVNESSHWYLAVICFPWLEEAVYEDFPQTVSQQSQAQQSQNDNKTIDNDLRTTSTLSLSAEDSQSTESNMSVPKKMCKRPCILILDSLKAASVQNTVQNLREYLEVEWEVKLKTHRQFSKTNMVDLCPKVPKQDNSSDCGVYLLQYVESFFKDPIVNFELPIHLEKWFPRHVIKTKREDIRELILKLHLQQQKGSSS
697 NFkB inh = inhibitors of PMA/ionomycin-induced NF-kB reporter, 697 cells, primary screen, B-cell NF-kB inhibitor project, cell-based, luminescence, uHTS. 330,000 tested, 0.33% active. 697 B-cell NF-kB luciferase reporter, 16 h. inhibition, % at 4 µM; in the data active means inhibition above about 35%
UBC13 inh = UBC13 polyubiquitin chain formation inhibitors, primary screen, biochemical, TR-FRET, uHTS. Ubiquitin-conjugating enzyme E2 N (Homo sapiens), P61088. inhibition, % at 20 µM. 330,000 tested, 0.47% active; in the data active means inhibition above about 45%, passing the limit was not always enough; inconclusive means no clear call, values can overlap the other calls
Target sequence (P61088 whole entry, looked up): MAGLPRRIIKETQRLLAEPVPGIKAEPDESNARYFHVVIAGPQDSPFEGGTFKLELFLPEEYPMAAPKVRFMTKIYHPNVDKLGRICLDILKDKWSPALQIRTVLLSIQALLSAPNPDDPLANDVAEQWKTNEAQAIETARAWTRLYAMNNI
* = called active by the depositor; ? = inconclusive. Unless noted, no stated cut-off is given here; in the data, active means inhibition above about 50%; inactive means the rest.

The opening 4 entries, ahead of the listing:
SMILES	Gli-Sufu block	SENP8 inh	Jurkat NFkB inh	HKDC1 inh	Apaf-1 inh	SENP7 block	697 NFkB inh	UBC13 inh
COc1cc(C(=O)n2nc(C)cc2C)ccc1O	-9	-14	-6	-3	13	-11	17	-16
Cc1ccccc1-n1c(C)cc(/C=N/NC(=O)c2ccncc2)c1C	-20	3	0	-4	-8	5	7	0
CCOc1ccc(CCNS(=O)(=O)c2c(C)n[nH]c2C)cc1OCC	-30	-7	7	0	3	-2	2	3
CCCN(CCC)C(=O)CSc1nc2n[nH]c(C)c2c(=N)n1-c1ccc(OC)cc1	13	-10	12	2	21	-13	-26	1

Results, from the start:
SMILES	Gli-Sufu block	SENP8 inh	Jurkat NFkB inh	HKDC1 inh	Apaf-1 inh	SENP7 block	697 NFkB inh	UBC13 inh
COc1cc(C(=O)n2nc(C)cc2C)ccc1O	-9	-14	-6	-3	13	-11	17	-16
Cc1ccccc1-n1c(C)cc(/C=N/NC(=O)c2ccncc2)c1C	-20	3	0	-4	-8	5	7	0
CCOc1ccc(CCNS(=O)(=O)c2c(C)n[nH]c2C)cc1OCC	-30	-7	7	0	3	-2	2	3
CCCN(CCC)C(=O)CSc1nc2n[nH]c(C)c2c(=N)n1-c1ccc(OC)cc1	13	-10	12	2	21	-13	-26	1
Cc1cc(C)nc(NC(N)=NCCc2c[nH]c3ccccc23)n1	12	8	4	8	-1	-2	-11	23
CCN1CC(O)=C(c2nc3ccccc3s2)C1=N	-15	-1	-17	-4	12	0	-13	-1
Cc1ccc(S(=O)(=O)N(CC(=O)N(C(C)C)C(C)C)C(=O)N2CCN(C)CC2)cc1	0	0	1	-1	-6	-1	7	3
COc1ccc(OC)c(S(=O)(=O)Nc2ccc3c(c2)N(C(C)=O)CCC3)c1	-3	-1	-4	5	7	-8	6	-4
O=C(NCCN1CCOCC1)c1cccc(S(=O)(=O)N2CCCCC2)c1	-5	-10	-4	-3	1	10	9	-12
Cc1ccccc1NS(=O)(=O)c1ccc(F)cc1	-1	2	-3	7	-10	6	8	-5
COc1ccc(S(=O)(=O)N2CCOCC2)cc1NC(=O)CCNC(=O)c1ccc(Cl)cc1	-4	-3	2	-1	3	9	-2	0
Cc1ccc(OCC(=O)Nc2ccc(F)cc2)cc1	-2	-14	-51	-2	13	-9	5	-3
Cc1cccc(NC(=O)Cn2c(O)c(N=NC(=O)c3ccccc3O)c3ccccc32)c1	-6	6	-2	-10	15	7	-25	-16
O=C(CSc1ccccc1)Nc1nnc(COc2ccc(Cl)cc2)s1	-2	2	-6	-26	14	1	0	0
NC1=NC(=O)/C(=C\c2ccc(O)c([N+](=O)[O-])c2)S1	-12	-9	-8	16	5	-2	-23	-135
Cc1noc(C)c1S(=O)(=O)Nc1ccc(C(=O)N2CCCCC2)cc1	4	-7	-5	-10	3	-11	-13	-9
Cc1nc(NC(=O)CN(C)S(=O)(=O)c2ccc(Br)cc2)sc1C	-1	2	-3	-5	13	-6	13	4
Fc1ccccc1OCCCN1CCOCC1	9	-11	-10	-13	-14	3	23	-14
O=C(CSc1ccccc1)N1CCN(C(=O)c2ccco2)CC1	-8	4	10	15	-4	6	-9	1
COc1cccc(NC(=O)CN2C(=O)COc3ccc(Cl)cc32)c1	-1	7	12	3	-3	-2	7	5
Cc1ccc(S(=O)(=O)N2CCCN(C(C)c3nc4ccccc4c(=O)[nH]3)CC2)cc1 (configuration not stated)	6	-3	-14	7	13	7	0	11
O=C(CSC1=Nc2ccccc2C2CC=NN12)NCc1ccco1 (configuration not stated)	-3	-4	23	-4	5	9	-13	1
Cc1ccc(S(=O)(=O)N2CCOC23CCN(C(=O)c2cc(Cl)ccc2Cl)CC3)cc1	-10	1	17	-3	13	-4	-30	-2
O=C(C1CCC(=O)N(C2CC2)C1)N1CCN(c2cccc(Cl)c2)CC1 (configuration not stated)	-5	-9	21	-6	-17	-3	12	9
O=C1/C(=C/C=C/c2ccco2)SC(=S)N1c1ccc(O)cc1	9	4	4	6	12	9	15	45
COc1cccc(CN(C)C(=O)c2cccc(OC3CCN(C4CCCC4)CC3)c2)c1	49	-1	5	-6	10	-4	15	13
CCC(c1nnc(SCC(=O)NC23CC4CC(CC(C4)C2)C3)o1)N(C)C (configuration not stated)	0	2	8	2	0	-2	20	8
CCn1cc(CNC(=O)/C=C/c2ccc([N+](=O)[O-])cc2)c(C)n1	0	-4	23	-6	-11	-2	26	-13
CCN(CC(=O)NC(C)C)C(=O)C(CCSC)NC(=O)c1cccc(C)c1 (configuration not stated)	2	5	-6	-3	3	1	8	-4
COc1c(C)cc(C(=O)C2CCCN(C(=O)c3cc4nc(C)cc(C)n4n3)C2)cc1C (configuration not stated)	-5	-5	2	-3	4	4	-14	9

Arranged by the number under Jurkat NFkB inh (lowest first): five from the list above
compound	Jurkat NFkB inh	HKDC1 inh	SENP7 block	697 NFkB inh	UBC13 inh
Cc1ccc(S(=O)(=O)N2CCCN(C(C)c3nc4ccccc4c(=O)[nH]3)CC2)cc1 (configuration not stated)	-14	7	7	0	11
Fc1ccccc1OCCCN1CCOCC1	-10	-13	3	23	-14
O=C(CSc1ccccc1)Nc1nnc(COc2ccc(Cl)cc2)s1	-6	-26	1	0	0
Cc1nc(NC(=O)CN(C)S(=O)(=O)c2ccc(Br)cc2)sc1C	-3	-5	-6	13	4
O=C1/C(=C/C=C/c2ccco2)SC(=S)N1c1ccc(O)cc1	4	6	9	15	45

The list continues.
SMILES	Gli-Sufu block	SENP8 inh	Jurkat NFkB inh	HKDC1 inh	Apaf-1 inh	SENP7 block	697 NFkB inh	UBC13 inh
Cc1cc(C)cc(NC(=O)c2cccc(NC3=NC4CS(=O)(=O)CC4S3)c2)c1 (configuration not stated)	-3	-14	2	-2	2	11	5	-1
CNC(=O)N(O)C1N(/N=C/c2ccccc2F)C(=S)SC1(C)C (configuration not stated)	3	1	6	-5	-6	-7	16	-2
O=C(NC1CCCCC1)NC1CC2CCC(C1)N2Cc1nnnn1Cc1ccc2c(c1)OCO2 (configuration not stated)	-2	0	-4	-9	14	5	10	2
COc1c(S(=O)(=O)N2CCN(C(=O)c3ccco3)CC2)ccc(Cl)c1Cl	23	-17	2	-2	9	9	-1	-3
COC(=O)c1c(NC(=O)COC(=O)c2ccccc2O)sc2c1CCCCC2	0	-13	-26	-6	1	-12	-11	-13
COc1cc2c(cc1OC)C(SC)=NC(C)(C)C2	-5	-14	4	10	-17	9	-11	-1
Cc1ccc(NC(=O)Cc2nnc(SCC(=O)NC3CCCC3)n2C)cc1	12	1	11	-4	0	-3	3	7
CCC(CC)NC(=O)c1ccc2nc[nH]c2c1	4	3	8	-7	-11	5	0	3
CCO[C@@H]1OC(C(=O)NC2CC2)=C[C@H](c2csc3ccccc23)[C@H]1CCCO	-3	-3	-12	-1	-3	1	18	0
COc1ccc(Cl)cc1NC(=O)NCC1CCN(Cc2cc(C)ccc2C)CC1	6	-3	21	2	15	3	2	24
COc1ccc(Cc2nnc(NC(=O)C3CC(=O)N(c4ccc(OC)cc4)C3)s2)cc1 (configuration not stated)	-3	1	1	1	5	0	0	3
CC(=O)c1cccc(NS(=O)(=O)c2csc(C(N)=O)c2)c1	5	-3	-5	-4	-2	-6	5	5
Cc1ccc2[nH]c3c(=O)[nH]ncc3c2c1	-4	0	-13	6	1	-5	8	1
C=CCn1c(=O)c(C(=O)Nc2ncccc2O)c(O)c2ccccc21	15	-12	5	-3	9	-17	3	-7
COc1ccc(OCCSc2nc3ccccc3n2CCC(=O)O)cc1	8	4	0	-2	-1	-4	18	-4
CN1CCN(C(=S)c2ccc(Br)cc2)CC1	-2	0	14	14	-9	15	-12	1
CCN(CC)S(=O)(=O)c1ccc(N(C)C)c(NC(=O)C2CCCC2)c1	-86	3	-11	-3	-11	4	26	1
O=C(NC1CCC(O)CC1)c1cccc2cccnc12 (configuration not stated)	1	-3	12	-5	-5	-5	14	0
Clc1ccc(OCCCCN2CCCCC2)cc1	13	3	-1	-7	0	8	-8	2
CC(C)NCC(=O)Nc1c2c(nc3ccccc13)CCC2	6	4	-26	-7	12	-8	-47	-5
COc1ccc(C(C)(C)NC(=O)C2CCC(=O)N(CCCN3CCCC3=O)C2)cc1 (configuration not stated)	-1	2	-1	-2	-18	-2	10	-8
Cc1nn(CC(=O)NCCCN2CCC(Cc3ccccc3)CC2)c(=O)c2cc(-c3ccccc3)nn12	-24	10	12	-3	16	1	-2	93*
Clc1ccc(OCCn2ccnc2)c(Cl)c1	-3	-2	-5	0	-12	-10	0	8
Cc1ccc2c(c1)nnn2C1CCN(CC(=O)N2c3ccccc3CC2C)CC1 (configuration not stated)	10	8	-4	-11	4	4	4	7
Cc1cc(C(=O)Nc2nnc(C3CCCCC3)s2)cs1	-62	-2	-96	-9	-10	-4	-76	3
CCn1ccc(C(=O)NC2CCCC2)n1	0	3	4	-2	-5	-3	5	2
COc1cccc(/C=N/NC(=O)CN(CCc2ccccc2)S(=O)(=O)c2ccc(NC(C)=O)cc2)c1	-3	-3	7	1	10	-5	9	11
Cc1cc(NC(=O)CSc2nnc(-c3ccccc3)o2)no1	-1	8	-11	-3	-14	1	19	-1
CC(=O)NS(=O)(=O)c1ccc(N=c2ssc3c2-c2cc(C)c(C)cc2NC3(C)C)cc1	0	8	4	-5	8	-3	-32	14
O=C1S/C(=C/c2ccccc2F)C(=O)N1CCN=C1NS(=O)(=O)c2ccccc21	7	-2	9	17	8	3	5	7
CCCCC(=O)N=c1sc2c(OC)ccc(OC)c2n1C	7	-5	1	14	4	6	-1	8
COc1ccc(OC)c(C(c2nnnn2Cc2ccccc2)N2CCN(C)CC2)c1 (configuration not stated)	2	-7	-6	-8	1	-3	14	-5
COC(=O)c1ccc(CSc2nc3ccc(S(N)(=O)=O)cc3[nH]2)cc1	-16	-7	-22	-3	6	-7	-20	-7
CCOc1ccc(S(=O)(=O)NCCC(=O)NCCOc2ccccc2)cc1	3	-10	14	3	4	-2	-2	6
O=S(=O)(c1ccc(-c2ccon2)s1)N1CCOCC1	-2	-4	12	-7	-17	-8	6	1
COC(=O)C1CCN(C(=O)COC(=O)Cc2c[nH]c3ccccc23)CC1	-6	6	-7	0	-12	2	8	-2
CC1CCCCC1NC(=O)CCCCCn1c(=S)[nH]c2ccsc2c1=O (configuration not stated)	7	7	7	0	8	-2	16	?
O=C(Nc1ccc(C(F)(F)F)cc1)C1=NN(C2CCS(=O)(=O)C2)C(=O)CC1 (configuration not stated)	2	4	14	-5	-1	11	5	5
COc1cccc(NC(=O)c2ccc(-n3cnnn3)cc2)c1	10	-7	10	0	9	5	6	3
Cc1ccc(C(C(=O)NC(C)(C)C)N(C(=O)c2csnn2)c2ccccc2F)o1 (configuration not stated)	1	5	4	16	0	-1	8	-3
Cc1cc(C)n2ncc(C(=O)Nc3cccc(O)c3)c2n1	-4	-2	-16	-5	11	8	11	3
N/C(=N\S(=O)(=O)c1cc(C(F)(F)F)cc(C(F)(F)F)c1)c1ccncc1	7	-8	-24	-1	12	9	-14	-4
CC(=O)N1CCN(C(=O)c2ccc(Cl)c(S(=O)(=O)N3CC(C)OC(C)C3)c2)CC1 (configuration not stated)	2	8	12	-2	-8	9	6	16
OCCNc1nc(Nc2ccccc2)nc(Nc2ccccc2)n1	-8	-8	-29	1	2	10	7	-2
COc1ccc(Nc2nc(N)nc(CSc3nc(C)cc(C)n3)n2)cc1	4	-6	14	-6	-6	-5	-2	4

Source: PubChem
